SRC1 inh: inhibits human SRC1 coactivator; inhibition, % at 3.6 µM; AID 588354; HEK293 GAL4-SRC1 luciferase reporter, luminescence; Q15788; 0.12% of 360,000 active;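 active = inhibition above the campaign mean plus 3 SD, with each screening campaign given its own cutoff, cut at about 60% in these data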;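 also: 0% = DMSO treated cells and 100% = gossypol at 36 µM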
EBV LMP1 NFkB: inhibitors of Epstein-Barr LMP1-induced NF-kappaB reporter | LMP1-induced NF-kappaB luciferase reporter cells, luminescence | 0.69% of 350,000 active | inhibition, % at 12.5 µM; in the data active = inhibition above about 41%;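 also: 0% = neutral control wells and 100% = reference inhibitor control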
NR2F2 inh: inhibitors of human COUP-TFII (NR2F2) | P24468 | HEK293T NGFI-A luciferase reporter, luminescence | inhibition, % at 8.6 µM | 0.7% of 370,000 active;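 active = inhibition above a per-plate cutoff, mean inhibition of test wells between control levels plus 3 SD, cut at about 38% in these data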;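 also: cells cotransfected with COUP-TFII expression vector driving the NGFI-A reporter; 0% = median of COUP-TF2 test wells and 100% = reporter-only cells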
TWEAK-Fn14 inh: inhibitors of TWEAK-Fn14 interaction signaling; TWEAK-stimulated Fn14 reporter cells, luciferase luminescence, 8 h; AID 1159606; 2% of 360,000 active; inhibition, % at 10 µM; in the data active = inhibition above about 50%
TROY NFkB inh: inhibitors of TROY-dependent NF-kB signaling. Q293 LMP1-TROYcd NF-kB luciferase reporter, 4 h. inhibition, % at 10 µM. 0.98% of 360,000 active. AID 1347056;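 active = compounds whose plate-normalised and pattern-corrected inhibition of the luciferase reporter signal at the single screening dose is 50% or more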
NR5A2 inv ag: NR5A2 inverse agonism in reporter assay; HEK293T StAR-luciferase reporter, LRH-1 transfected, 24 h; 0.13% of 360,000 active; inhibition, % at 3.6 µM;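 active = inhibition above the mean inhibition of all tested compounds plus 3 SD, cut at about 73% in these data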;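 also: 0% = DMSO wells and 100% = reporter-only cells lacking LRH-1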
Target sequence (O00482 whole entry, looked up): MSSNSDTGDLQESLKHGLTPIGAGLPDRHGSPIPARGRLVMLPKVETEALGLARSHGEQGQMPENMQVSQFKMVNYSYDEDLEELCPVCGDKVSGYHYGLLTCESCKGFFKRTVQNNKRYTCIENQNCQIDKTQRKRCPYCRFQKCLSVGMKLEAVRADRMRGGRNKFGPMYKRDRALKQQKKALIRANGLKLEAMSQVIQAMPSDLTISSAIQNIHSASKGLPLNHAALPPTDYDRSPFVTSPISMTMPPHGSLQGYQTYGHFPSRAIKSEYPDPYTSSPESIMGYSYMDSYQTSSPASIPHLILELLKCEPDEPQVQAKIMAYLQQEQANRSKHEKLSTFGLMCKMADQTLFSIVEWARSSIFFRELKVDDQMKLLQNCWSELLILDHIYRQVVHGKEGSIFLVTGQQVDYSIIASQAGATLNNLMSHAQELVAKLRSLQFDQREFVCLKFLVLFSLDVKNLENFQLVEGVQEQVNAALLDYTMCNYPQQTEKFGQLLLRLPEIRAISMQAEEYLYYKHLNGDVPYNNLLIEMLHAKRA
NCOA3 inh: human NCOA3 inhibition. inhibition, % at 3.6 µM. 0.17% of 360,000 active. Q9Y6Q9. HEK293 GAL4-SRC3 luciferase reporter, luminescence. AID 588352;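 active = inhibition above a per-campaign cutoff, the mean of all compounds plus 3 SD, cut at about 60% in these data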;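 also: 0% = DMSO-treated cells and 100% = gossypol-treated cells at 36 µM; higher means less SRC3-driven luciferase light from the GAL4 reporter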
TRAIL sens C8: sensitizes caspase-8 expressing cells to TRAIL. NB7+C8 cells + TRAIL, ATPlite viability luminescence. inhibition (viability loss, TRAIL sensitization), % at 10 µM. 1% of 360,000 active. AID 624354;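 active = compounds causing at least 50% loss of cell viability in the single-dose screen, relative to plate controls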
NCOA2 inhibitor: inhibits human steroid receptor coactivator 2; Q15596; HEK293 GAL4-SRC2 luciferase reporter, luminescence; 0.17% of 370,000 active; inhibition, % at 9 µM; AID 651957;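 active = inhibition above the mean inhibition of all tested compounds plus 3 SD, set per campaign, cut at about 52% in these data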;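 also: 0% = DMSO treated cells and 100% = cells given Gossypol at 36 µM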
TLR9-MyD88 block: inhibitors of human TLR9-MyD88 binding. inhibition, % at 4.98 µM. AID 504734. Q9NR96+Q99836. CHO BLA complementation TLR9-MyD88, CCF4 FRET ratio. 0.21% of 340,000 active;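 active = inhibition above the mean over all tested compounds plus 3 SD, cut at about 21% in these data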;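 also: 0% = DMSO only wells and 100% = clavulanate BLA inhibitor control wells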
NOD2 RIPK2 PPI: blocks binding of human NOD2 to RIPK2 | CHO BLA complementation NOD2-RIPK2, CCF4 ratio | 0.38% of 360,000 active | O43353 | inhibition, % at 4.98 µM; in the data active = inhibition above about 21%;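 also: 0% = vehicle only and 100% = reference blocker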
Target sequence (O43353 whole entry, looked up): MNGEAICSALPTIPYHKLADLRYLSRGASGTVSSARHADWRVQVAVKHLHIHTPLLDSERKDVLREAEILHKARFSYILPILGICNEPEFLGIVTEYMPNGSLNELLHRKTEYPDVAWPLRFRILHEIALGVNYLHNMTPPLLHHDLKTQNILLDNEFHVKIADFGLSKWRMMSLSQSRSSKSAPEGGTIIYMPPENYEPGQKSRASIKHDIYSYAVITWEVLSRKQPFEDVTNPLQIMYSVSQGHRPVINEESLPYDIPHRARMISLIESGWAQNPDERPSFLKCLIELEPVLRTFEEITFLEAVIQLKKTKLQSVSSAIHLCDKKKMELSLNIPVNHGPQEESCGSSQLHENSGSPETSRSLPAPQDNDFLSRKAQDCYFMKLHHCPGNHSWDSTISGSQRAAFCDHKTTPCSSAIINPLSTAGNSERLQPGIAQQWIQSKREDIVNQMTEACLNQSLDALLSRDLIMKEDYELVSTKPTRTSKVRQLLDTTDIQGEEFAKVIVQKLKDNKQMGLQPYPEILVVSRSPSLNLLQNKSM
An asterisk follows results filed as active; · = not tested or not shown.

1: CN1CCN(C(=O)c2cccc(-c3cc(O)c4ncccc4c3)c2)CC1
2: NCC1CCC(C(=O)Oc2ccc(CCC(=O)O)cc2)CC1 (stereo unspecified)
3: CCOC(=O)N1CCN(C/C(Cl)=C/c2ccccc2)CC1
4: Cc1ccccc1C(=O)Nc1ccc2c(c1)C(=O)NC2=O
5: O=C(Nc1cccc2ccccc12)N1CCN(c2ncccn2)CC1
6: Cc1ccc(CNCc2ccco2)cc1
7: O=C(CCN1C(=O)C2CCCCC2C1=O)NNC(=O)c1cccc(Cl)c1 (stereo unspecified)
8: O=C(CNc1cccc(S(=O)(=O)N2CCCCC2)c1)Nc1cccc(F)c1
compound no.	1	2	3	4	5	6	7	8
SRC1 inh	13	3	-18	0	-1	-15	1	-20
EBV LMP1 NFkB	-8	-6	-2	-6	1	-1	4	14
NR2F2 inh	3	14	-8	10	-5	12	0	-4
TWEAK-Fn14 inh	15	-7	-16	-3	36	-21	7	5
TROY NFkB inh	4	9	-27	-17	29	15	7	-1
NR5A2 inv ag	4	13	-2	-1	15	7	-11	2
NCOA3 inh	-5	-9	-23	-26	21	-10	0	-6
TRAIL sens C8	11	-6	5	-4	-5	-9	17	-1
NCOA2 inhibitor	-7	-11	2	-20	-3	-8	-2	-8
TLR9-MyD88 block	0	3	-2	9	-2	-15	-6	-3
NOD2 RIPK2 PPI	-3	-6	-9	-10	1	-5	-11	-12

9: COc1ccc(CN(C)C(=O)c2ccc(OCC(=O)Nc3cccc(C(F)(F)F)c3)c(OC)c2)cc1
10: CC1(C)NC(=O)N(CC(O)COc2ccccc2C(=O)N2CCCCC2)C1=O (stereo unspecified)
11: Cc1nonc1CN(C)C(=O)CC1C(=O)NCCN1Cc1cccc(C(F)(F)F)c1 (stereo unspecified)
12: CCc1cc(=O)oc2cc(OCC(=O)NCCCN3CCCC3=O)ccc12
13: Cc1cccc(C(=O)Nc2nnc(Cc3c[nH]c4ccccc34)s2)c1
14: COc1cc2c(cc1NC(=O)Nc1cccc(C)c1)oc1ccccc12
15: CN1C2CCC1/C(=C/c1cccn1C)C(=O)/C2=C\c1cccn1C
16: CCc1nc2c(OCc3ccc(F)c(F)c3)cccn2c1N(C)C(=O)c1ccc(C)cc1
compound no.	9	10	11	12	13	14	15	16
SRC1 inh	31	6	-25	-15	-25	11	1	-4
EBV LMP1 NFkB	9	3	-6	-4	-13	-13	-2	·
NR2F2 inh	64*	-15	3	7	-8	14	19	10
TWEAK-Fn14 inh	52*	-11	15	4	-2	-24	-4	-18
TROY NFkB inh	30	-1	-6	4	-15	-11	1	-5
NR5A2 inv ag	37	-12	5	26	5	5	-9	3
NCOA3 inh	39	14	9	10	-12	14	4	-21
TRAIL sens C8	31	-5	-5	30	11	18	-6	-18
NCOA2 inhibitor	31	-2	-28	-1	-30	1	-11	16
TLR9-MyD88 block	-2	-8	2	1	0	3	0	·
NOD2 RIPK2 PPI	6	-6	3	-5	-16	-3	3	0

17: CCc1cccc(OCCCn2ccnc2)c1
18: Cc1noc(C)c1CSc1nc2ccccc2n1CCc1ccccc1
19: COc1cc(NC(=O)CCn2c(=O)oc3ccccc32)cc(OC)c1OC
20: CC(O)/C=C/c1ccc2ccccc2n1 (stereo unspecified)
21: O=C(NCC1COCCO1)c1ccc2nc(Cc3cccc(Cl)c3)oc2c1 (stereo unspecified)
22: O=S(=O)(NCCc1ccccn1)c1cccs1
23: CN(C)c1ccc(/C=N/NC(=O)COc2ccccc2)cc1
24: CC(C)CN(C(=O)CCCc1nc2ccccc2c(=O)[nH]1)c1c(N)n(Cc2ccccc2)c(=O)[nH]c1=O
compound no.	17	18	19	20	21	22	23	24
SRC1 inh	-1	5	20	-27	-17	3	-48	6
EBV LMP1 NFkB	0	5	-9	-2	-3	3	-12	-10
NR2F2 inh	11	-4	-5	-13	1	-3	-18	1
TWEAK-Fn14 inh	-5	-6	-2	50	-17	-4	-8	-4
TROY NFkB inh	10	-17	5	0	-17	-16	-18	2
NR5A2 inv ag	8	-18	0	-2	-10	6	-3	9
NCOA3 inh	13	-5	-10	15	-9	-12	-2	5
TRAIL sens C8	-6	-1	2	14	-12	-21	3	-3
NCOA2 inhibitor	-2	2	-8	-2	-23	-3	-20	-25
TLR9-MyD88 block	6	-5	-3	-5	5	-4	1	-10
NOD2 RIPK2 PPI	-7	-6	-9	6	-1	-10	2	-5

25: CC(C)(C)n1nnnc1C(c1ccc2ncccc2c1)N1CCSCC1 (stereo unspecified)
26: COc1ccccc1N1CC(C(=O)NC2CCCCCC2)CC1=O (stereo unspecified)
27: C=CC1CN(CC(=O)OC)S(=O)(=O)c2ccccc21 (stereo unspecified)
28: Cn1c(CN2CCCC2)nc2cc(NC(=O)c3ccc(Cl)cc3)ccc21
29: O=C(NCC(=O)N1CCN(C(c2ccccc2)c2ccccc2)CC1)c1ccccc1Br
30: Cc1ccc(S(=O)(=O)N2CCC3(CC2)OCCN3S(=O)(=O)c2c(C)cc(C)cc2C)cc1
31: Cc1ccc([N+](=O)[O-])cc1NCC(=O)NN
32: COCCc1nn2c(=O)cc(COC(=O)c3cc(OC)c(OC)c(OC)c3)nc2s1
compound no.	25	26	27	28	29	30	31	32
SRC1 inh	-5	7	4	-66	1	-17	4	-6
EBV LMP1 NFkB	-2	1	-1	-5	-7	-1	4	3
NR2F2 inh	3	-9	-5	16	22	-8	3	3
TWEAK-Fn14 inh	-4	7	13	-27	10	10	9	2
TROY NFkB inh	19	-10	17	-14	-4	0	11	-10
NR5A2 inv ag	-1	0	-10	-47	14	-15	-4	-14
NCOA3 inh	-2	-1	-10	-36	-10	-2	7	-3
TRAIL sens C8	-4	-6	7	4	6	23	-3	11
NCOA2 inhibitor	-30	5	1	13	13	-30	0	23
TLR9-MyD88 block	2	11	-6	8	-12	0	5	1
NOD2 RIPK2 PPI	-7	-2	-4	-9	16	3	-5	-16

Some values from the entries so far.
`CC1(C)NC(=O)N(CC(O)COc2ccccc2C(=O)N2CCCCC2)C1=O` (stereo unspecified) @ NR5A2 inv ag: -12
`COc1cc(NC(=O)CCn2c(=O)oc3ccccc32)cc(OC)c1OC` @ NR2F2 inh: -5

Next section
33: COc1ccccc1Nc1nnc(SCC(=O)NC2CCCC2)s1
34: O=C(N[C@@H](Cc1ccccc1)C(=O)O)c1ccc(C(F)(F)F)cc1
35: O=C(NCc1ccccc1)c1onc(CSc2ccc(F)c(F)c2)c1C(=O)NCc1ccccc1
36: COc1ccc(N2CCN(C(=O)CSc3nc4[nH]ncc4c(=O)n3-c3ccc(Br)cc3)CC2)cc1
37: COc1ccccc1CNC(=O)C1CCC(CNc2c(N3CCOCC3)c(=O)c2=O)CC1 (stereo unspecified)
38: CC1CN(S(=O)(=O)c2cccc(C(=O)Nc3ccc4c(c3)CCC4)c2)CC(C)O1 (stereo unspecified)
39: CCOc1ccc(C(C)(C)C)cc1S(=O)(=O)Nc1ccncc1
40: CCN([C@H](CO)C(C)C)S(=O)(=O)c1ccccc1Br
compound no.	33	34	35	36	37	38	39	40
SRC1 inh	7	1	0	-19	-7	-3	-11	-7
EBV LMP1 NFkB	-5	-3	-3	13	4	4	2	1
NR2F2 inh	15	-21	16	1	-3	27	-6	-5
TWEAK-Fn14 inh	4	0	4	2	-1	16	0	7
TROY NFkB inh	-18	-7	-7	12	-4	-25	9	4
NR5A2 inv ag	1	-7	1	17	2	-2	-6	12
NCOA3 inh	12	-9	2	7	9	15	-2	-15
TRAIL sens C8	-10	-30	-7	-2	-4	17	2	-1
NCOA2 inhibitor	10	6	5	-11	-4	-2	-12	11
TLR9-MyD88 block	-14	-4	-8	-2	-6	-1	2	-4
NOD2 RIPK2 PPI	-13	5	3	-2	-12	-10	-10	2

41: O=S(=O)(c1c(Cl)sc(Cl)c1Br)N1CCCC1
42: Cc1nn(C(C)C(=O)NCCCc2ccccc2)c(=O)c2nn(-c3ccccc3)c(C)c12 (stereo unspecified)
43: O=C1CC(c2ccc(Cl)cc2)CC(=O)C1CS(=O)(=O)c1ccccc1 (stereo unspecified)
44: CCn1c(SCC(=O)Nc2cc(OC)ccc2OC)nnc1C1CCCCC1
45: COC(=O)Cc1c(C)nc2nc(NCc3ccc(Cl)cc3)[nH]n2c1=O
46: CC(=O)C(C)Sc1nnc(-c2ccccc2F)n1C1CC1 (stereo unspecified)
47: CCc1ccccc1NC(=O)CSc1nc(C)c(C)o1
48: CCc1cc2c(=O)n(Cc3ccco3)c(SCC(=O)NC3CCS(=O)(=O)C3)nc2s1 (stereo unspecified)
compound no.	41	42	43	44	45	46	47	48
SRC1 inh	-4	-21	-5	9	5	-11	-22	-50
EBV LMP1 NFkB	-6	15	4	-1	27	-9	4	6
NR2F2 inh	11	31	-11	10	-13	7	14	-3
TWEAK-Fn14 inh	8	4	19	4	-13	-2	11	10
TROY NFkB inh	19	5	7	-1	-1	-4	5	-13
NR5A2 inv ag	12	10	4	-4	4	11	7	-3
NCOA3 inh	0	3	1	13	2	11	15	0
TRAIL sens C8	-3	16	0	6	4	14	-7	1
NCOA2 inhibitor	-3	18	19	-6	18	6	-5	-11
TLR9-MyD88 block	0	-9	0	1	1	-4	-4	4
NOD2 RIPK2 PPI	-5	-15	-8	0	-3	-6	-7	-15

49: Cc1ccc(CN2CCN(CC(=O)NC(C)c3ccc4c(c3)OCCO4)C2=O)cc1 (stereo unspecified)
50: O=C(CCc1ccccc1Cl)Nc1ccc(S(=O)(=O)N2CCOCC2)cc1
51: O=C(Oc1ccc(F)cc1C(=O)/C=C/c1cccs1)c1cccc([N+](=O)[O-])c1
52: CCOC(=O)c1ccccc1NC(=O)c1ccc(Cl)c(S(=O)(=O)N2CCOCC2)c1
compound no.	49	50	51	52
SRC1 inh	-1	-9	-23	9
EBV LMP1 NFkB	-2	1	9	3
NR2F2 inh	4	-11	-38	8
TWEAK-Fn14 inh	12	8	7	13
TROY NFkB inh	4	19	10	-12
NR5A2 inv ag	-3	-2	22	4
NCOA3 inh	-13	-12	34	-20
TRAIL sens C8	-8	9	-2	12
NCOA2 inhibitor	-11	20	3	6
TLR9-MyD88 block	9	8	10	-5
NOD2 RIPK2 PPI	-11	-5	17	-2

Grouped by structure: those above containing bromine.
29: O=C(NCC(=O)N1CCN(C(c2ccccc2)c2ccccc2)CC1)c1ccccc1Br
36: COc1ccc(N2CCN(C(=O)CSc3nc4[nH]ncc4c(=O)n3-c3ccc(Br)cc3)CC2)cc1
40: CCN([C@H](CO)C(C)C)S(=O)(=O)c1ccccc1Br
41: O=S(=O)(c1c(Cl)sc(Cl)c1Br)N1CCCC1
compound no.	29	36	40	41
SRC1 inh	1	-19	-7	-4
EBV LMP1 NFkB	-7	13	1	-6
NR2F2 inh	22	1	-5	11
TWEAK-Fn14 inh	10	2	7	8
TROY NFkB inh	-4	12	4	19
NR5A2 inv ag	14	17	12	12
NCOA3 inh	-10	7	-15	0
TRAIL sens C8	6	-2	-1	-3
NCOA2 inhibitor	13	-11	11	-3
TLR9-MyD88 block	-12	-2	-4	0
NOD2 RIPK2 PPI	16	-2	2	-5

Screening data as filed in PubChem.

The list is partial; the hit share may differ from the screen's.
